# Spn MK inh: S. pneumoniae MK inhibitors, primary screen, biochemical, PK/LDH-coupled NADH absorbance; mevalonate kinase [Streptococcus pneumoniae D39]; purified MK, PK/LDH-coupled NADH absorbance 340 nm; inhibition, % at 10 µM; 0.48% of 65,000 active;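 active = ranked among the strongest by inhibition in the single 10 µM screen, a fixed top-ranked set picked for dose follow-up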; note: no value below 0 was filed
# HT1080 cytotoxicity: cytotoxicity in HT1080 fibrosarcoma cells, cell-based, fluorescence readout (AID 620). HT1080 viability, fluorescence; higher % means a stronger effect. cytotoxicity, % at 10 µM; hits with a dose series show EC50 in µM. 0.42% of 87,000 active;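 note: cells exposed to compound overnight then 4 h with Alamar Blue; 0% = vehicle DMSO and 100% = killing control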
# Bfl-1 inhibitors: Bfl-1 inhibitors, primary screen, biochemical, fluorescence polarization, FITC-Bid, mouse (AID 432) | Bcl-2-related protein A1 (Mus musculus) | FITC-Bid BH3 peptide fluorescence polarization displacement; higher % means a stronger effect | one-dose displacement, % at 20 µM; IC50 in µM for titrated hits | 0.02% of 64,000 active; in the data active = a potency from the dose series; inactive = the rest, 99 in 100 with displacement below about 15%; note: strong numbers were not always called active
# LYP inhibition: LYP phosphatase inhibitors, primary screen, biochemical, DiFMUP fluorescence, recombinant catalytic domain, 10 µM (AID 606). Tyrosine-protein phosphatase non-receptor type 22 (Homo sapiens). 52,000 tested, under 10 active. recombinant LYP catalytic domain, DiFMUP fluorescence; higher % means a stronger effect. inhibition, % at 10 µM; hits with a dose series show IC50 in µM;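 active = IC50 under 40 µM in the dose-response test; inactive = IC50 of 40 µM or more, or never dose-tested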
# Alkaline phosphatase: human TNAP enzyme inhibitors, biochemical, luminescent (AID 518); inhibition, % at 20 µM, or IC50 in µM where a hit was titrated; Alkaline phosphatase, tissue-nonspecific isozyme (Homo sapiens); purified TNAP enzyme, luminescent substrate readout; higher % means a stronger effect; 0.09% of 64,000 active; in the data active = a potency from the dose series; inactive = the rest, 99 in 100 with inhibition below about 22%;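 note: plate controls were vehicle for no effect and reference inhibitor for full effect; many of its hits are not listed in these tables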
# HPDE-C7 cytotoxicity: cytotoxicity in HPDE-C7 cells, cell-based, fluorescence, HTS (AID 430) | HPDE-C7 pancreatic duct cells viability, fluorescence; higher % means a stronger effect | 1.8% of 63,000 active | cytotoxicity, % at 10 µM; hits with a dose series show EC50 in µM;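 note: cells exposed to compound for 48 hours before viability readout; 0% = vehicle and 100% = reference cytotoxic drug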
# DPM-DC inhibit: S. pneumoniae DPM-DC inhibitors, primary screen, biochemical, PK/LDH-coupled NADH fluorescence; diphosphomevalonate decarboxylase (Streptococcus pneumoniae D39); purified DPM-DC; calls only at 10 µM; 0.49% of 65,000 active; AID 556, 2006;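 active = the 320 compounds with the highest percent inhibition in the single-dose primary screen, excluding strongly autofluorescent ones, cut at about 32% in these data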;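 note: kinetic rate of NADH fluorescence loss reporting ADP formed by the decarboxylase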
# Spn PMK inh: S. pneumoniae PMK inhibitors, primary screen, biochemical, mevalonate pathway, pilot trial included; phosphomevalonate kinase (Streptococcus pneumoniae D39); 0.49% of 65,000 active; purified PMK, PK/LDH-coupled NADH absorbance 340 nm; AID 539, 2006; inhibition, % at 10 µM;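 active = top-ranked compounds by inhibition in the single 10 µM screen, taking a fixed number of the strongest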;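 note: 0% = full reaction with DMSO carrier and 100% = background rate without enzyme reaction; no value below 0 was filed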
# HPDE-C7K KRASV12: cytotoxicity in KRAS-transformed pancreatic duct cells, primary screen, cell-based, fluorescence, HTS (AID 431); cytotoxicity, % at 10 µM; hits with a dose series show EC50 in µM; HPDE-C7K KRASV12 cells, Alamar Blue viability, 48 h; higher % means a stronger effect; 1.7% of 63,000 active;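 active = compounds whose percent cytotoxicity in the single-dose primary screen, scaled between solvent and toxic-drug controls, exceeds 50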;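 note: 0% = DMSO solvent wells and 100% = doxorubicin-treated wells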
# Spn PMK inh pilot replicates: second read-out of Spn PMK inh, no call of its own (marks repeat the call); inhibition, %; measured here: pilot screen replicates
# Spn MK inh pilot replicates: second read-out of Spn MK inh, no call of its own (marks repeat the call); inhibition, %; measured here: pilot screen replicates
# DPM-DC inhibit pilot screen %: recorded beside DPM-DC inhibit, whose call it bears; inhibition, %; measured here: pilot screen trials
# * hit, by the source's call; i = inactive; . = not tested or not shown. Cut-off read from the data, not from the text of the source, unless noted: active = cytotoxicity above about 50%; inactive = the rest.
SMILES,Spn MK inh,HT1080 cytotoxicity,Bfl-1 inhibitors,LYP inhibition,Alkaline phosphatase,HPDE-C7 cytotoxicity,DPM-DC inhibit,Spn PMK inh,HPDE-C7K KRASV12,others
O=C(CSc1ncn[nH]1)Nc1ccccc1C(=O)O,12.0,-1.7%,0.3%,8.7%,11.5%,-1.6%,i,5.0,-17.2%,
CC(C)CN(CC(C)C)c1nnc(N)s1,8.0,-2.1%,-6.9%,2.1%,7.3%,2.0%,i,10.0,-3.1%,
CCC(C)NC(=O)N[C@@H](Cc1ccccc1)C(=O)O (some centres not stated),5.0,-5.3%,-15.3%,.,17.4%,4.0%,i,3.0,41.1%,
CCCn1c(=O)c2ccccc2n2c(SCC(=O)c3cc(C)n(CC4CCCO4)c3C)nnc12 (configuration not stated),0.0,6.6%,4.0%,14.3%,4.0%,6.1%,i,18.0,7.7%,
CC(C)NS(=O)(=O)c1ccc(OCC(=O)NCc2cccnc2)cc1,9.0,7.0%,3.3%,9.1%,-1.2%,-11.9%,i,1.0,3.1%,
O=C(CSc1nc2ccccc2o1)c1ccc2c(c1)OCCO2,9.0,.,1.2%,10.1%,-2.4%,7.0%,i,7.0,1.6%,
O=C(Nc1cccnc1)c1c(F)cccc1F,2.0,6.5%,1.5%,8.0%,6.4%,1.3%,i,1.0,5.5%,
COc1ccc(-n2cnnc2SC(C)c2nc3sc(C)c(C)c3c(=O)[nH]2)cc1 (configuration not stated),0.0,-7.3%,-11.7%,.,11.8%,-5.9%,i,12.0,5.5%,
COc1ccc(C(NC(N)=O)c2ccccc2)cc1 (configuration not stated),6.0,2.2%,-1.7%,1.7%,11.3%,-4.3%,i,0.0,-8.9%,
Cc1ccc(-c2nnc(SCc3ccccc3F)o2)cc1,3.0,8.0%,-2.3%,-9.9%,8.0%,1.8%,i,8.0,6.0%,
Cc1nc(N2CCN(C(=O)CCC(=O)O)CC2)c2c(C)c(C)sc2n1,5.0,-1.0%,1.8%,15.3%,5.2%,-2.8%,i,15.0,6.1%,
O=C1c2ccccc2C(O)(Cc2ccccc2)N1C1CCCCC1 (configuration not stated),1.0,-15.6%,3.3%,10.8%,2.0%,-5.5%,i,2.0,-0.8%,
CCOC(=O)CSc1nnc(Cc2ccccc2)n1Cc1ccco1,6.0,7.0%,0.9%,3.1%,14.2%,-2.7%,i,11.0,-12.5%,
O=S(=O)(NCCSc1ccccc1)c1cccs1,2.0,1.4%,-1.5%,7.1%,20.2%,11.9%,i,0.0,-2.2%,Spn PMK inh pilot replicates=3.0;Spn MK inh pilot replicates=0.0;DPM-DC inhibit pilot screen %=0.0
CSc1nnc([C@H](C)NC(=O)OC(C)(C)C)o1,0.0,5.8%,-5.2%,.,1.7%,-35.4%,i,2.0,-22.1%,
CN(C)S(=O)(=O)c1ccc(C(=O)NCCOc2ccccc2)cc1,7.0,4.8%,1.3%,1.5%,4.0%,-8.4%,i,6.0,4.6%,
C=CCn1c(Oc2cc(C)ccc2C)nc2c1c(=O)n(C)c(=O)n2C,3.0,-2.9%,-5.4%,5.2%,23.7%,-10.1%,i,7.0,-10.5%,
COc1ccc(-c2csc3nc(C)n(-n4cccc4)c(=O)c23)cc1OC,14.0,-1.6%,-2.7%,9.1%,2.2%,-7.6%,i,5.0,-4.7%,
CC(C)CC(NC(=O)C(NC(=O)OC(C)(C)C)C(C)C)C(=O)N1CCCC1C(N)=O (configuration not stated),4.0,0.7%,-11.7%,3.4%,7.8%,4.5%,i,9.0,0.1%,
CCOC(=O)c1cnc2ccc(Br)cc2c1NCCO,12.0,.,1.7%,.,6.4%,-9.6%,i,0.0,-7.2%,

# 4 successive records already listed, for reference:
SMILES,Spn MK inh,HT1080 cytotoxicity,Bfl-1 inhibitors,LYP inhibition,Alkaline phosphatase,HPDE-C7 cytotoxicity,DPM-DC inhibit,Spn PMK inh,HPDE-C7K KRASV12,others
C=CCn1c(Oc2cc(C)ccc2C)nc2c1c(=O)n(C)c(=O)n2C,3.0,-2.9%,-5.4%,5.2%,23.7%,-10.1%,i,7.0,-10.5%,
COc1ccc(-c2csc3nc(C)n(-n4cccc4)c(=O)c23)cc1OC,14.0,-1.6%,-2.7%,9.1%,2.2%,-7.6%,i,5.0,-4.7%,
CC(C)CC(NC(=O)C(NC(=O)OC(C)(C)C)C(C)C)C(=O)N1CCCC1C(N)=O (configuration not stated),4.0,0.7%,-11.7%,3.4%,7.8%,4.5%,i,9.0,0.1%,
CCOC(=O)c1cnc2ccc(Br)cc2c1NCCO,12.0,.,1.7%,.,6.4%,-9.6%,i,0.0,-7.2%,

# (continued)
SMILES,Spn MK inh,HT1080 cytotoxicity,Bfl-1 inhibitors,LYP inhibition,Alkaline phosphatase,HPDE-C7 cytotoxicity,DPM-DC inhibit,Spn PMK inh,HPDE-C7K KRASV12,others
CCOC(=O)N1CCC(NC(=O)CCc2nc(-c3ccc(C)cc3)no2)CC1,12.0,-0.7%,0.5%,6.3%,15.3%,-17.9%,i,14.0,-9.9%,
NCCc1nnc(SCc2c(F)cccc2Cl)o1,0.0,-4.2%,-1.6%,.,11.3%,-12.1%,i,16.0,-5.2%,
Oc1ccccc1-c1nc(N2CCN(Cc3ccccc3)CC2)c2ccccc2n1,9.0,-0.5%,-1.1%,.,9.0%,25.2%,i,0.0,13.0%,
COc1ccccc1NC(=O)CN(c1ccccc1F)S(C)(=O)=O,0.0,-1.6%,4.6%,6.0%,6.4%,4.4%,i,1.0,-2.1%,
COc1ccc(-c2noc(CN3C(=O)c4ccccc4C3=O)n2)cc1,13.0,-3.2%,-2.5%,.,8.6%,1.2%,i,11.0,-2.3%,Spn PMK inh pilot replicates=1.0;Spn MK inh pilot replicates=0.0;DPM-DC inhibit pilot screen %=1.5
Cc1cc(NC(=O)NC2CCCN2S(=O)(=O)c2ccc(Cl)cc2)no1 (configuration not stated),3.0,1.1%,-2.3%,-0.9%,7.5%,-3.0%,i,8.0,-1.6%,
COc1ccc2[nH]c(=O)c(-c3noc(-c4ccccc4)n3)cc2c1,7.0,4.6%,24.6µM*,-6.9%,8.7%,-16.5%,.,0.0,-12.9%,
O=C(Nc1ccc2nn(-c3ccccc3)nc2c1)c1ccc2c(c1)OCO2,0.0,17.4%,30.0%,-7.7%,5.3%,3.7%,i,2.0,0.5%,
Cc1cccn2c(=O)c3cc(C(=O)NCCN4CCOCC4)c(=N)n(CCc4ccccc4)c3nc12,0.0,5.2%,6.0%,6.8%,15.8%,4.4%,.,0.0,10.9%,
CC(C)N(CCCNC(=O)C1CCN(S(=O)(=O)N2CCOCC2)CC1)Cc1ccccc1,0.0,-12.2%,-4.7%,.,6.7%,6.7%,i,13.0,1.9%,
N#Cc1c(N)nc(SCc2ccncc2)c(C#N)c1-c1cccs1,14.0,7.3%,-6.8%,6.7%,18.2%,38.6%,i,11.0,30.7%,Spn PMK inh pilot replicates=5.0;Spn MK inh pilot replicates=3.0;DPM-DC inhibit pilot screen %=5.0
COc1ccc(CCNC(=O)CN2CCN(c3cccc(Cl)c3)CC2)cc1OC,1.0,4.5%,0.6%,0.0%,3.3%,1.7%,i,11.0,8.7%,
COc1ccc2c(c1OC)C(=O)OC2CC(=O)c1ccc2c(c1)OCO2 (configuration not stated),13.0,-8.0%,-6.4%,0.1%,17.2%,-10.1%,i,0.0,-11.1%,
CCOC(=O)c1cc2sc(C)cc2n1CC(=O)Nc1cccc(C)c1C,4.0,2.6%,-9.0%,.,11.5%,-7.5%,i,7.0,-17.8%,Spn PMK inh pilot replicates=2.5;Spn MK inh pilot replicates=0.5;DPM-DC inhibit pilot screen %=3.0
CCC1S/C(=C(\C#N)C(=O)NCc2ccco2)N(c2ccc(F)cc2)C1=O (configuration not stated),9.0,0.1%,-1.3%,.,7.5%,-4.3%,i,7.0,-16.6%,
O=C(CN1CCN(Cc2ccc(Cl)cc2)C1=O)NCCN1CCCC1,9.0,3.6%,4.8%,0.8%,-2.3%,-5.6%,i,9.0,6.9%,
O=C(NCc1ccccc1)NC1(C(=O)N2CCCC2)CCCCC1,0.0,-6.0%,-6.6%,.,-1.4%,-24.0%,i,10.0,-1.8%,
CC(C)Sc1nc2c(cnn2-c2ccc(F)cc2)c(=O)[nH]1,1.0,1.0%,-3.9%,9.3%,2.1%,-0.9%,i,0.0,-2.7%,
Clc1ccccc1Cn1nnc2c(Nc3ccccc3)ncnc21,4.0,-8.3%,-4.3%,1.6%,-6.8%,-6.8%,i,9.0,-4.9%,
Cc1nnc(SCCn2c(N3CC(C)CC(C)C3)nc3c2c(=O)n(C)c(=O)n3C)s1 (configuration not stated),8.0,-9.5%,-8.6%,4.7%,6.3%,-8.1%,i,15.0,5.7%,Spn PMK inh pilot replicates=2.5;Spn MK inh pilot replicates=3.0;DPM-DC inhibit pilot screen %=0.0
COc1cc(NC(=O)c2ncn[nH]2)cc(OC)c1OC,1.0,20.0%,.,12.5%,.,.,i,1.0,.,
COc1cc(NS(=O)(=O)c2ccc(NS(=O)(=O)c3ccccc3)cc2)nc(OC)n1,0.0,5.8%,6.7%,.,7.8%,0.4%,i,3.0,-5.7%,
CC1(C)Cc2ccccc2C(/C(=N/O)C(N)=O)=N1,0.0,12.3%,-1.8%,.,12.8%,-26.4%,i,10.0,-28.6%,
Cc1ccccc1-n1nnnc1SCC(=O)Nc1ccc(S(=O)(=O)N2CCCC2)cc1,10.0,-10.6%,-3.0%,-2.0%,14.9%,-24.8%,i,13.0,-12.5%,Spn PMK inh pilot replicates=3.0;Spn MK inh pilot replicates=1.0;DPM-DC inhibit pilot screen %=0.0
Cn1cccc1C(=O)NC(=O)COC(=O)c1ccccc1Sc1ccccc1C#N,0.0,-1.4%,-4.0%,11.5%,2.7%,-17.7%,i,18.0,-11.8%,
COCCn1c(C)cc(C(=O)COC(=O)c2ccc(-n3nc(C)cc3C)cc2)c1C,0.0,-1.1%,0.5%,5.8%,0.4%,-6.1%,i,16.0,-18.1%,
CCN(CC)CCCN1C(=O)C(O)=C(C(=O)c2ccco2)C1c1ccc(C)o1 (configuration not stated),5.0,-14.3%,2.5%,2.0%,9.3%,-4.1%,i,0.0,-4.2%,Spn PMK inh pilot replicates=2.5;Spn MK inh pilot replicates=0.0;DPM-DC inhibit pilot screen %=0.5
CN(C)c1nc(N2CCCCC2)nc(N2CCCCC2)n1,10.0,-6.3%,-2.7%,7.7%,4.9%,-6.5%,i,24.0,-3.4%,
CCCC(NS(=O)(=O)c1ccc(OC)cc1)C(=O)O (configuration not stated),6.0,22.9%,-0.4%,3.1%,17.9%,-10.7%,i,4.0,-28.7%,
COc1cc(CNC(=O)c2ccc(Cn3nc(C)c(Cl)c3C)o2)cc(OC)c1,14.0,8.7%,5.3%,-5.5%,-3.2%,-4.2%,i,0.0,-6.8%,

# Rows are unselected. Share with any hit: about 3.5%.
